# COUP-TFII inh – NR2F2 (human) inhibition, primary screen; P24468; HEK293T NGFI-A luciferase reporter, luminescence; inhibition, % at 8.6 µM; hit rate 0.7% among 370,000; AID 686940;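 active means inhibition above a per-plate cutoff, mean inhibition of test wells between control levels plus 3 SD, cut at about 38% in these data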;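 further: cells cotransfected with COUP-TFII expression vector driving the NGFI-A reporter; 0% = median of COUP-TF2 test wells and 100% = reporter-only cells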
# Target sequence (P24468 whole entry, looked up): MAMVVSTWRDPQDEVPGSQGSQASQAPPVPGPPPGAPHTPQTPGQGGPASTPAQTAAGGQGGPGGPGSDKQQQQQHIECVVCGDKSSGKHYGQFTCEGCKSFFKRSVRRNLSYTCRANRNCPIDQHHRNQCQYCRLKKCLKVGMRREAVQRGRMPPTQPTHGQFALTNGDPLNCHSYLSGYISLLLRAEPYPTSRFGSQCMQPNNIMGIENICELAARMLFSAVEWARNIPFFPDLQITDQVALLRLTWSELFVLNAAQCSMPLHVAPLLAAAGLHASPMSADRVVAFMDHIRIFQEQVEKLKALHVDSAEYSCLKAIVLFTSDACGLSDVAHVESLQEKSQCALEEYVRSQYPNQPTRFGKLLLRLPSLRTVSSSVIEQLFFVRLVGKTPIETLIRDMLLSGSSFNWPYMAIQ
# EBV LMP1 NFkB – inhibitors of Epstein-Barr LMP1-induced NF-kappaB reporter; LMP1-induced NF-kappaB luciferase reporter cells, luminescence; inhibition, % at 12.5 µM; hit rate 0.69% among 350,000; AID 504558; in the data active means inhibition above about 41%;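 further: 0% = neutral control wells and 100% = reference inhibitor control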
# NOD2-RIPK2 inh – blocks binding of human NOD2 to RIPK2 | CHO BLA complementation NOD2-RIPK2, CCF4 ratio | O43353 | hit rate 0.38% among 360,000 | inhibition, % at 4.98 µM; in the data active means inhibition above about 21%;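 further: 0% = vehicle only and 100% = reference blocker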
# TROY signal inh – inhibitors of TROY-dependent NF-kB signaling | AID 1347056 | hit rate 0.98% among 360,000 | Q293 LMP1-TROYcd NF-kB luciferase reporter, 4 h | inhibition, % at 10 µM;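 active means compounds whose plate-normalised and pattern-corrected inhibition of the luciferase reporter signal at the single screening dose is 50% or more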
# NCOA1 inh – human NCOA1 inhibition; Q15788; HEK293 GAL4-SRC1 luciferase reporter, luminescence; inhibition, % at 3.6 µM; hit rate 0.12% among 360,000;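 active means inhibition above the campaign mean plus 3 SD, with each screening campaign given its own cutoff, cut at about 60% in these data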;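 further: 0% = DMSO treated cells and 100% = gossypol at 36 µM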
# TLR9-MyD88 block – blocks human TLR9 binding to MyD88. Q9NR96+Q99836. CHO BLA complementation TLR9-MyD88, CCF4 FRET ratio. inhibition, % at 4.98 µM. hit rate 0.21% among 340,000;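 active means inhibition above the mean over all tested compounds plus 3 SD, cut at about 21% in these data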;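 further: 0% = DMSO only wells and 100% = clavulanate BLA inhibitor control wells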
# TWEAK Fn14 block – inhibitors of TWEAK-Fn14 interaction signaling; inhibition, % at 10 µM; TWEAK-stimulated Fn14 reporter cells, luciferase luminescence, 8 h; AID 1159606; hit rate 2% among 360,000; in the data active means inhibition above about 50%
# NR5A2 inv ag – inverse agonists of human LRH-1 (NR5A2). hit rate 0.13% among 360,000. inhibition, % at 3.6 µM. HEK293T StAR-luciferase reporter, LRH-1 transfected, 24 h;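 active means inhibition above the mean inhibition of all tested compounds plus 3 SD, cut at about 73% in these data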;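 further: 0% = DMSO wells and 100% = reporter-only cells lacking LRH-1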
# Target sequence (O00482 whole entry, looked up): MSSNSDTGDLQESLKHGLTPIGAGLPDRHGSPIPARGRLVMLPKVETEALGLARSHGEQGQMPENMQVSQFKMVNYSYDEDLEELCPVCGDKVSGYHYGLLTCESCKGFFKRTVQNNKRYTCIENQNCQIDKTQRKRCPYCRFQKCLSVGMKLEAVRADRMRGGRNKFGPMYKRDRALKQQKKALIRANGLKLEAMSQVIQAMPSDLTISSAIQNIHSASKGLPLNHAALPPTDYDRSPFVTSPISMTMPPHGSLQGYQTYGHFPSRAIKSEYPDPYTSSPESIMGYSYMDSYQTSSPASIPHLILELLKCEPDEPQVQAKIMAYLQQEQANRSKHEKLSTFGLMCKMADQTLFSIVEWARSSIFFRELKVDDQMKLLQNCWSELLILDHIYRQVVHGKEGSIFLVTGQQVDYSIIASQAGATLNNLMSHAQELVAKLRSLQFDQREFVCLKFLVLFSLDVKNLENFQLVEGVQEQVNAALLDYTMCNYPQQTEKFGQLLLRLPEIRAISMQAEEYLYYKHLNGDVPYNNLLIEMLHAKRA
# NCOA3 inh – human NCOA3 inhibition; hit rate 0.17% among 360,000; AID 588352; HEK293 GAL4-SRC3 luciferase reporter, luminescence; Q9Y6Q9; inhibition, % at 3.6 µM;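 active means inhibition above a per-campaign cutoff, the mean of all compounds plus 3 SD, cut at about 60% in these data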;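 further: 0% = DMSO-treated cells and 100% = gossypol-treated cells at 36 µM; higher means less SRC3-driven luciferase light from the GAL4 reporter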
# TRAIL sens C8 – sensitizes caspase-8 expressing cells to TRAIL; NB7+C8 cells + TRAIL, ATPlite viability luminescence; inhibition (viability loss, TRAIL sensitization), % at 10 µM; hit rate 1% among 360,000; AID 624354;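 active means compounds causing at least 50% loss of cell viability in the single-dose screen, relative to plate controls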
# SRC2 inh – human SRC2 (NCOA2) inhibition; Q15596; HEK293 GAL4-SRC2 luciferase reporter, luminescence; hit rate 0.17% among 370,000; AID 651957; inhibition, % at 9 µM;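 active means inhibition above the mean inhibition of all tested compounds plus 3 SD, set per campaign, cut at about 52% in these data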;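 further: 0% = DMSO treated cells and 100% = cells given Gossypol at 36 µM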
# The depositor's hits bear a star; x = no result given. An excerpt. The share of hits here may be higher or lower than overall.
SMILES,COUP-TFII inh,EBV LMP1 NFkB,NOD2-RIPK2 inh,TROY signal inh,NCOA1 inh,TLR9-MyD88 block,TWEAK Fn14 block,NR5A2 inv ag,NCOA3 inh,TRAIL sens C8,SRC2 inh
CC(NC(=O)Oc1cccc2ccccc12)c1ccccc1 (stereo unspecified),5,-4,-6,29,-34,-2,9,14,-31,17,-1
CC(C)CC(=O)NC(=S)Nc1ccc(S(=O)(=O)N2CCCC2)cc1,6,-3,4,6,-1,2,16,23,13,-1,-1
COc1ccccc1-c1cc2nc(NCCc3ccncc3)ccn2n1,2,x,2,-13,5,x,-7,-9,-1,8,-14
CCCCCn1c(=O)[nH]c2cc(C(=O)NCCN3CCCCC3C)ccc2c1=O (stereo unspecified),x,-2,-8,-11,-4,-7,37,-7,-23,9,x
O=C1CC(N2CCN(C/C=C/c3ccccc3)CC2)C(=O)N1Cc1ccc(N2CCCC2=O)cc1 (stereo unspecified),10,8,-7,7,-7,-4,6,19,23,1,-12
Cc1nn(Cc2ccc(C(=O)NC3CCCCC3)o2)c(C)c1Br,0,-13,-3,-13,11,-7,-6,-19,12,-4,9
Cc1nn(C)c(Oc2cccc(Cl)c2)c1C#N,9,9,-3,9,5,-7,-6,7,7,-1,7
C[C@H](C(O)c1ccccc1)N(C)C(=O)CN (stereo partly specified),-10,-5,-6,10,-19,3,-11,18,-13,3,7
COc1ccc(Cl)cc1C(=O)NNC(=O)C1COc2ccccc2O1 (stereo unspecified),12,6,1,-2,-36,6,12,2,3,-4,-19
COc1ccccc1NC(=O)C(O)C(O)C(=O)Nc1ccccc1OC (stereo unspecified),-18,5,-2,-7,0,-5,5,-5,-2,-11,-8
Cc1cccc(NC(=O)CN2C(=O)COc3ccc(Cl)cc32)c1C,-14,-2,1,-30,-7,-9,-9,8,14,-2,20
CCOC(=O)N1CCN(S(=O)(=O)c2ccc(NC(C)=O)cc2)CC1,5,-3,3,2,-29,1,8,7,9,11,8
CC(C)(C)[C@H](NC(=O)c1ccc(N)c(Cl)c1)C(=O)N1CCC[C@H]1C(=O)N[C@H](C#N)CC(=O)O,1,x,-2,9,8,x,6,7,1,-7,-6
COc1cc(/C=C/C(=O)Nc2nnc(CC(C)(C)C)s2)cc(OC)c1OC,-2,12,0,9,0,-1,-20,-8,9,-3,-4
O=C(O)C1C2C=CC(O2)C1C(=O)Nc1ccc(S(=O)(=O)Nc2ccccc2)cc1 (stereo unspecified),9,-5,-6,8,0,-5,4,4,-20,-6,3
C[C@H](CO)N1C[C@H](C)[C@@H](CN(C)S(=O)(=O)c2ccc(C#N)cc2)OCc2cnnn2CCCC1=O,4,-1,-10,5,-15,-1,12,-11,7,-2,-6
CCn1cc(C(=O)NC(C)C23CC4CC(CC(C4)C2)C3)cn1 (stereo unspecified),2,3,-8,3,-9,-6,-8,15,23,1,-14
Cc1nc(=O)c(-c2ccccc2)c(C)n1-c1ccccc1Cl,14,x,-4,-11,-2,x,2,12,-2,4,37
N#CC(c1ccc(F)cc1)c1ccc(C(=O)c2ccc(F)cc2)cc1 (stereo unspecified),6,8,-9,3,5,-3,45,23,12,12,-3
CCn1c(=O)c2cc(C(=O)NCCN(C)C)sc2c2ccccc21,-47,1,2,-27,-12,3,-8,19,-1,-26,-31
O=C(Nc1ccccc1)c1cccc(N2C(=O)C3C4C=CC(C4)C3C2=O)c1 (stereo unspecified),9,-4,0,-6,-32,-5,3,-8,8,27,-13
CC(C)CC(=O)NC(=S)Nc1ccc(NC(=O)c2cccs2)cc1,-8,-10,-8,-8,-9,-3,-23,-25,3,11,-21
COc1ccc(S(=O)(=O)N(C)C)cc1NC(=O)c1ccc2c(c1)NC(=O)C(C)S2 (stereo unspecified),1,10,-1,11,8,-10,-12,1,1,0,-11
COc1ccccc1NC(=O)Nc1ccc(CC#N)cc1,-18,-5,-3,-29,-26,-11,-31,-64,-3,0,-43
Cc1[nH][nH]c(=O)c1N=Nc1ccccc1,4,4,-11,-8,-6,-5,17,2,8,11,-23
CC(=O)Nc1cc([N+](=O)[O-])ccc1OCc1ccccc1,10,-6,-14,-8,9,-12,10,-6,-11,-8,-10
Cc1cc(NS(=O)(=O)c2ccc(NC(=O)CSc3nnc(-c4ccco4)n3Cc3ccco3)cc2)nc(C)n1,-2,-4,-2,-18,8,3,2,-8,14,-6,-12
NCC(c1ccc(Cl)cc1Cl)c1c[nH]c2ccccc12 (stereo unspecified),-19,1,11,9,0,6,-15,-5,1,7,8
C[C@H](NC(=O)c1cc2cc(Cl)ccc2n1C)C(=O)N1CCC[C@H]1C(=O)O,12,10,4,-5,3,8,-5,8,6,1,-12
Cc1ccccc1N1CCN(C(=O)c2ccccc2NC(=O)/C=C\C(=O)O)CC1,0,3,1,-2,-1,-9,-5,-23,-13,-21,-2

# Record cards, from the list above:
# COc1ccccc1NC(=O)Nc1ccc(CC#N)cc1 across the screens: COUP-TFII inh: -18; EBV LMP1 NFkB: -5; NOD2-RIPK2 inh: -3; TROY signal inh: -29; NCOA1 inh: -26; TLR9-MyD88 block: -11; TWEAK Fn14 block: -31; NR5A2 inv ag: -64; NCOA3 inh: -3; TRAIL sens C8: 0; SRC2 inh: -43
# CC(=O)Nc1cc([N+](=O)[O-])ccc1OCc1ccccc1 across the screens: COUP-TFII inh: 10; EBV LMP1 NFkB: -6; NOD2-RIPK2 inh: -14; TROY signal inh: -8; NCOA1 inh: 9; TLR9-MyD88 block: -12; TWEAK Fn14 block: 10; NR5A2 inv ag: -6; NCOA3 inh: -11; TRAIL sens C8: -8; SRC2 inh: -10
# C[C@H](NC(=O)c1cc2cc(Cl)ccc2n1C)C(=O)N1CCC[C@H]1C(=O)O across the screens: COUP-TFII inh: 12; EBV LMP1 NFkB: 10; NOD2-RIPK2 inh: 4; TROY signal inh: -5; NCOA1 inh: 3; TLR9-MyD88 block: 8; TWEAK Fn14 block: -5; NR5A2 inv ag: 8; NCOA3 inh: 6; TRAIL sens C8: 1; SRC2 inh: -12

# More results follow.
SMILES,COUP-TFII inh,EBV LMP1 NFkB,NOD2-RIPK2 inh,TROY signal inh,NCOA1 inh,TLR9-MyD88 block,TWEAK Fn14 block,NR5A2 inv ag,NCOA3 inh,TRAIL sens C8,SRC2 inh
Cc1cccc(OCC(=O)Nc2cc(S(=O)(=O)N3CCCCC3)ccc2N2CCN(C)CC2)c1,-6,2,7,85*,9,-4,15,3,3,21,19
Cc1ccc(C)c(OCC(O)CN2CCC(C)CC2)c1C (stereo unspecified),6,7,3,0,4,5,-9,1,10,-3,22
Cc1nnc(NC(=O)CSc2nc(C3CCCCC3)nc3ccccc23)s1,8,-5,6,5,-5,-4,15,-5,5,-10,-6
CCCCNC1=C(Br)C(=O)CC(C)(C)C1,-14,0,4,-1,2,-1,9,16,2,-11,0
CC1=C(C)CC(C(=O)Nc2nc(-c3ccc(F)cc3)c(C)s2)C(C(=O)O)C1 (stereo unspecified),1,-1,-9,18,0,0,10,-8,3,-4,2
CC(NC(=O)c1nn(C)c(=O)c2ccccc12)c1ccc(F)cc1 (stereo unspecified),-7,-3,-11,-17,4,7,-11,17,9,-4,2
O=C(c1cccc2ccccc12)N1CCN(c2ccc([N+](=O)[O-])c(N3CCOCC3)c2)CC1,29,-8,-12,10,-4,-3,14,1,14,2,7
O=C(COc1ccccc1)N1CCN(c2ncnc3c2cnn3-c2ccccc2)CC1,1,3,2,14,-2,4,10,16,0,-1,-4
COc1ccc(-c2ccc(CN3C(C(C)C)C(=O)N(Cc4cn(Cc5ccco5)nn4)CCS3(=O)=O)cc2)cc1OC (stereo unspecified),-16,-4,3,-2,0,4,-4,13,-3,5,-10
CCN(CC)S(=O)(=O)c1cccc(NC(=O)COC(=O)c2cncc(Br)c2)c1,-4,3,-3,0,-10,-9,16,5,2,-15,-26
O=C(NCCSc1c[nH]c2ccccc12)C1CC1,7,-8,-7,3,-30,3,0,8,2,6,27
CCCCNC(=O)c1cn(CC)c2ccc(S(=O)(=O)N3CCCCCC3)cc2c1=O,18,3,-5,8,10,-5,2,-13,2,-13,20
CC(O)C(=O)N/N=C/c1cccc2ccccc12 (stereo unspecified),-10,-13,-9,-8,-10,2,1,-16,9,-1,-1
Cc1nc2ccccn2c1C(=O)NNC(=O)Nc1cccc(C(F)(F)F)c1,0,8,-3,-12,15,-4,1,9,7,6,0
CSc1ncccc1C(=O)N1CCCC(N2CCN(c3ccccc3C)CC2)C1 (stereo unspecified),-4,9,4,6,-3,3,-4,-3,9,-6,17
CCOC(=O)N1CCC(NC(=O)c2cc(C(=O)NC3CCN(Cc4ccccc4)CC3)ccc2CO)CC1,16,6,2,-8,-8,5,28,-1,7,-1,8
COC(=O)C(C(=O)Nc1cccc(Cl)c1C)C1CCCC1 (stereo unspecified),6,0,-1,7,1,-18,1,2,-1,3,-27
CN(C)CCNc1ccc(-c2n[nH]c(=O)c3ccccc23)cc1[N+](=O)[O-],-17,1,19,-4,3,6,3,23,-17,8,-5
O=c1[nH]c(Cc2cccs2)nc2ccccc12,-17,-7,-10,2,-3,-6,2,21,-11,-1,-5
Cc1ccc(S(=O)(=O)N2CCOCC2)cc1C(=O)N1CC(C)OC(C)C1 (stereo unspecified),9,-5,-4,-12,-11,-1,6,11,-4,1,-4
CCC(=O)N1CCCc2cc(S(=O)(=O)N3CCN(c4ccccc4F)CC3)ccc21,50*,3,-1,16,13,-1,25,13,0,83*,18

# 3 entries already listed, arranged by molecular weight, lowest first:
SMILES,COUP-TFII inh,EBV LMP1 NFkB,NOD2-RIPK2 inh,TROY signal inh,NCOA1 inh,TLR9-MyD88 block,TWEAK Fn14 block,NR5A2 inv ag,NCOA3 inh,TRAIL sens C8,SRC2 inh
C[C@H](C(O)c1ccccc1)N(C)C(=O)CN (stereo partly specified),-10,-5,-6,10,-19,3,-11,18,-13,3,7
CC(NC(=O)Oc1cccc2ccccc12)c1ccccc1 (stereo unspecified),5,-4,-6,29,-34,-2,9,14,-31,17,-1
COc1ccccc1NC(=O)C(O)C(O)C(=O)Nc1ccccc1OC (stereo unspecified),-18,5,-2,-7,0,-5,5,-5,-2,-11,-8

# Limited to TRAIL sens C8, for some of the entries so far:
smiles	TRAIL sens C8
O=C(NCCSc1c[nH]c2ccccc12)C1CC1	6
CCCCNC(=O)c1cn(CC)c2ccc(S(=O)(=O)N3CCCCCC3)cc2c1=O	-13
CC(O)C(=O)N/N=C/c1cccc2ccccc12 (stereo unspecified)	-1
Cc1nc2ccccn2c1C(=O)NNC(=O)Nc1cccc(C(F)(F)F)c1	6

# Assay outcomes as filed in PubChem.
